From PubChem BioAssay
PGK inhibitor: qHTS Assay to Find Inhibitors of Phosphoglycerate Kinase. PGK/GAPDH coupled, Kinase-Glo luminescence, 60 min. Potency, µM (titrated, usually from 57.5 µM), inactives show at the top dose activity change, negative = inhibition, most hits filed as inhibitors. 0.043% of 380,000 active; further: potency means the concentration at half of the fitted maximal effect; nearly all actives have a fitted effect of over 60% in size
Target sequence (P07378 whole entry, looked up): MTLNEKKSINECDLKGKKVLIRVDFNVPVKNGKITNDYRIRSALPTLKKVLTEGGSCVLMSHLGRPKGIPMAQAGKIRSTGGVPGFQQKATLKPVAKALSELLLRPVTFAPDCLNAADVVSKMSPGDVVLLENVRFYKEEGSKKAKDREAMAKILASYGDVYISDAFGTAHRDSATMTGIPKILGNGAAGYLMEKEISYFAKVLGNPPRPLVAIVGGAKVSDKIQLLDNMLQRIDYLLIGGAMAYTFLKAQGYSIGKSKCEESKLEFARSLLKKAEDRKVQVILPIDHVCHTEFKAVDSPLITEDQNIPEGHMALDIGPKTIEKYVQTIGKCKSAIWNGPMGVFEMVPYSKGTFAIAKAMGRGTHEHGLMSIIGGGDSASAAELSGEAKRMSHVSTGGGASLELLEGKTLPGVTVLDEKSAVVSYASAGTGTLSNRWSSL
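Recombinant glycosomal PGK reaction used 1,3-bisphosphoglycerate generated in-well by GAPDH (100nM final) in 100mM TEA pH 7.6, 5mM MgCl2, 0.01% Tween-20. After 60 minutes at room temperature, ATP was read by Kinase-Glo Plus luminescence end-point.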
RXFP1 antag: qHTS Assay for Antagonists of the Relaxin Receptor RXFP1; HEK293-RXFP1, relaxin-stimulated cAMP HTRF, 30 min; stronger effect = lower value; activity change, negative = inhibition, % at 57.5 µM; Relaxin receptor 1 (Homo sapiens), Q9HBX9; 0.59% of 350,000 active; AID 1259400, 2018;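 active means activity change of -60% or lower, but not beyond a set lower limit; inconclusive means change between -60% and -40%, or beyond the set limit; inactive means change above -40%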
POLH inh: qHTS for Inhibitors of Polymerase Eta. AID 588591, 2011. Potency, µM (doses to about 114 µM), inactives show at the highest dose activity change, negative = inhibition, usual class: inhibitors. recombinant Pol eta, fluorescent DNA replication assay. DNA polymerase eta (Homo sapiens), Q9Y253. 1.2% of 390,000 active; further: potency means the concentration at half of the fitted maximal effect
Target sequence (Q9Y253 whole entry, looked up): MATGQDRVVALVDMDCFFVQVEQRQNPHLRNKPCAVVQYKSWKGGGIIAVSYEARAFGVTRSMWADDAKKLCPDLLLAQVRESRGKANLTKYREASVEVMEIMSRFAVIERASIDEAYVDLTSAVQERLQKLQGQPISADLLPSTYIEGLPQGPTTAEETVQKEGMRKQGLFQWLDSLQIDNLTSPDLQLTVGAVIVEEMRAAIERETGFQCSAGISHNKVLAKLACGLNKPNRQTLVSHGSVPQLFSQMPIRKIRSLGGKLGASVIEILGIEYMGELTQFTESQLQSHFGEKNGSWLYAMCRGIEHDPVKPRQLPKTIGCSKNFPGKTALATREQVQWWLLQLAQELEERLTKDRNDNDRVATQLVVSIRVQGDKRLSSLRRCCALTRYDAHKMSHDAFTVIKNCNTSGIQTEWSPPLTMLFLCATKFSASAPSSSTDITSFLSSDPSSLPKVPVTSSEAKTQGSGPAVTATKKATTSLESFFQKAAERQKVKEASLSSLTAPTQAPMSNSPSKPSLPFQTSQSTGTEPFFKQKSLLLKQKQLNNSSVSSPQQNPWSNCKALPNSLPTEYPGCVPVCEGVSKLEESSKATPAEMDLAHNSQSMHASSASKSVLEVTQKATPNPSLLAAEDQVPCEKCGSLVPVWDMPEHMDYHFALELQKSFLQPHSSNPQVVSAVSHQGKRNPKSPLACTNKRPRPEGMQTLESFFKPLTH
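Fluorescent replication assay: 50 nM final substrate added after a 15 min room-temperature compound preincubation with 10 nM enzyme. Signal taken at 0 min and again at 10 min.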
The depositor's hits bear a star; i = inactive; ? = inconclusive. Unless noted, the call rests on the fitted dose curve; in most records, active means well fitted curve in the direction sought with a large enough effect; inconclusive means small, poorly fitted or top-dose-only effect, or another doubt; inactive means no such curve, though single readings can be large; an effect the other way counts as inactive or inconclusive. On the % scale 0 is the no-effect control and ±100 the full control effect.

SMILES	PGK inhibitor	RXFP1 antag	POLH inh
COc1cc(C(=O)NCC(c2cccs2)N2CCOCC2)ccc1OCc1ccccc1 (centres undefined)	-6.4%	4.8	-2.8%
O=C(CCNS(=O)(=O)c1ccccc1)OCc1ccc([N+](=O)[O-])cc1	i	7.3	-3.2%
Cc1ccc(S(=O)(=O)NCN2C(=O)c3ccccc3C2=O)cc1	-8.9%	-3.4	-12.2%
CCN(CC)C(=O)C1CCCN(C(=O)c2ccc3nc(-c4cccc(OC)c4)oc3c2)C1 (centres undefined)	i	-4.8	-5.9%
C[C@@H]1CN([C@H](C)CO)C(=O)CCCn2cc(nn2)CO[C@H]1CN(C)C(=O)Nc1cccc(F)c1	-6.8%	13.5	-15.5%
O=C(C[C@@H]1C[C@@H]2c3cc(NC(=O)C4CCC4)ccc3O[C@@H]2[C@@H](CO)O1)NCc1ccc(Cl)cc1	-3.5%	1.3	-4.9%
O=c1c(OCc2ccccc2)cccn1Cc1ccccc1	i	5.8	3.0%
O=C(CCN1C(=O)NC2(CCCC2)C1=O)Nc1ccc(Sc2ccc(Br)cc2)cc1	-8.2%	-7.8	-18.4%
C(=NN=Cc1c[nH]c2ccccc12)c1c[nH]c2ccccc12	-11.4%	3.9	-16.8%
CN1CCn2cnc(C(=O)N3CCN(c4ccccc4)CC3)c2C1=O	i	11.2	-9.2%
C[C@@H]1CN([C@@H](C)CO)C(=O)c2cc(C#CC3CCCCC3)cnc2O[C@@H]1CN(C)S(=O)(=O)c1ccc(F)cc1	i	-1.8	-13.6%
COc1ccc(/C=C2\SC(=O)N(CCCC(=O)Nc3ccc(C(=O)O)cc3)C2=O)cc1	-3.3%	0.5	-1.8%
CCc1ccc(N2CC(C(=O)N3CCN(S(=O)(=O)c4cccc(F)c4)CC3)CC2=O)cc1 (centres undefined)	i	8.9	-17.7%
CC(C)Cc1nnc(NC(=O)C2CCCN(C(=O)c3ccc(Cl)cc3)C2)s1 (centres undefined)	-4.2%	0.2	-15.7%
CCOC(=O)N1CCN(S(=O)(=O)N2CCCC(C(=O)NCc3ccccc3OCC)C2)CC1 (centres undefined)	-4.5%	-2.3	-2.5%
CSc1ncnc2c1ncn2CCCNCC1CCCCC1	5.2%	-3.7	-6.2%
CCCCNC(=O)C(=O)Nc1ccc2c(c1)N(S(=O)(=O)c1cccs1)CCC2	i	2.5	-8.7%
Cc1ccc([C@H]2C[C@H](O)[C@@H](n3cc(C4CC4)nn3)CN2Cc2cccs2)cc1	1.1%	-5.5	-27.9%
Cc1ccc(NC(=O)COC(=O)CN2CCSC2=O)cc1Cl	-2.6%	-0.5	-11.9%
Cc1ccn2c(Cc3ccccc3)c(-c3ccc(Br)cc3)nc2c1	-2.4%	-4.9	-1.9%
Cc1cc(C)c(S(=O)(=O)c2ccc(F)cc2)c(C)c1	i	-23.0	-12.3%
Cn1sc2ccccc2c1=O	-6.9%	-4.0	4.4%
Cc1cc(=O)n(Nc2ccccc2)c(O)c1C#N	-5.0%	7.2	?
O=C(/C=C/c1ccc(F)cc1)Nc1cc(S(=O)(=O)N2CCOCC2)ccc1N1CCOCC1	0.8%	4.5	-11.7%
C[C@@H]1CN([C@H](C)CO)S(=O)(=O)c2ccc(-c3cccc(C#N)c3)cc2O[C@H]1CN(C)C(=O)Nc1cc(F)ccc1F	-7.3%	5.7	-23.5%
O=C(CN1CCN(C(=O)c2ccco2)CC1)Nc1cc(S(=O)(=O)N2CCCC2)ccc1Cl	-4.1%	17.0	-0.8%
CCOC(=O)C1=C(C#N)C(C(=O)OCC)c2ncccc21 (centres undefined)	-3.5%	-3.1	2.7%
COc1ccc(CC(=O)Nc2cc(S(=O)(=O)N3CCOCC3)ccc2N2CCCC2)cc1	-3.8%	5.8	-12.0%
CC1=C(C(=O)Nc2cc(C(=O)N3CCN(c4ccc(Cl)cc4)CC3)ccc2C)SCCO1	2.2%	10.2	-2.8%
CSc1ccc(CNC(=O)C2CCC(=O)N(CC3CCCCC3)C2)cc1 (centres undefined)	i	-4.7	-8.0%
COc1cccc(S(=O)(=O)N(C)C[C@H]2Oc3ncc(Br)cc3C(=O)N([C@H](C)CO)C[C@H]2C)c1	1.8%	1.7	-19.5%
COc1ccc2oc(C(=O)OCC(=O)NC3CCS(=O)(=O)C3)c(C)c2c1 (centres undefined)	-4.7%	0.8	-14.6%
Cc1noc(C)c1NC(=O)N(C)C[C@@H]1Oc2ncc(Br)cc2C(=O)N([C@@H](C)CO)C[C@@H]1C	8.7%	-6.4	-12.2%
Cc1cccc(NC(=O)CSc2nnc3ccc(-c4cccnc4)nn23)c1	-7.8%	4.2	2.2%
Cc1cc(C)cc(NC(=O)C2COc3ccccc3O2)c1 (centres undefined)	-8.3%	-1.4	-15.0%
Nc1ccc2c(c1)[nH]c(=O)c1cc(N)ccc12	-3.5%	-13.5	-6.8%
O=C1NC(Cc2ccccc2)c2nc3ccc(Cl)cc3c(=O)n2-c2ncccc21 (centres undefined)	i	5.8	-3.3%
COc1cccc(-c2cnc3c(c2)C(=O)N([C@H](C)CO)C[C@@H](C)[C@H](CN(C)C(=O)Nc2ccccc2F)O3)c1	-3.8%	0.1	-24.0%
Cc1ccn2c(CC(C)(C)C)c(-c3ccc(F)cc3)nc2c1	-2.8%	-19.5	-11.4%
CCCCCC(=O)N1C[C@H](O)[C@@H](n2cc(C3CC3)nn2)C[C@@H]1c1ccc(C)cc1	i	8.3	-3.1%
COc1cccc(C#CC2=CC(=O)C[C@H](c3ccc(F)cc3)C2)c1	-6.6%	6.0	-3.7%
CCOc1ccc2nc(N/C(N)=N/S(=O)(=O)c3ccc(C)cc3)nc(C)c2c1	5.4%	2.8	-10.8%
CCOC(=O)CC1COCCN1C(=O)c1cc(COc2ccccc2SC)on1 (centres undefined)	-9.4%	2.7	-19.8%
C[C@H]1CN([C@@H](C)CO)C(=O)c2cc(-c3cccc(C#N)c3)cnc2O[C@H]1CN(C)C(=O)c1ccccn1	3.1%	8.3	-5.4%
O=C(O)c1ccc(CSCc2ccccc2)o1	-8.8%	-1.7	-1.5%
CC(CC(=O)c1ccccc1)=NCCCN=C(C)CC(=O)c1ccccc1	i	11.7	-20.5%
O=C(NCCc1ccccc1)c1c[nH]c2ccccc2c1=O	i	-1.5	-7.7%
C[C@H]1CN([C@@H](C)CO)C(=O)CCCn2nncc2CO[C@@H]1CN(C)C(=O)Cc1ccccc1	-1.0%	-6.2	2.1%
CC1C(c2ccccc2)OCCN1C(=S)Nc1ccc(S(=O)(=O)N2CCCCC2)cc1 (centres undefined)	2.5%	-1.7	-27.4%
COc1cccc(NC(=O)N(C)C[C@H]2OCc3cn(nn3)CCCC(=O)N([C@@H](C)CO)C[C@@H]2C)c1	5.0%	-33.0	-12.4%
C[C@@H]1CN([C@H](C)CO)C(=O)c2c(c3ccccc3n2C)-c2ccccc2CO[C@H]1CN(C)C(=O)c1cc(Cl)cc(Cl)c1	1.6%	5.0	-24.3%
COc1cc(O)c(C=NN2C(=O)CSC2=S)c(OC)c1	4.9%	-26.2	-26.0%
Cc1ccc(C)c(OCC(=O)N/N=C/c2ccc(N3CCOCC3)cc2)c1	-1.6%	2.9	-10.9%
C[C@H](CO)NC(=O)c1[nH]cnc1C(=O)Nc1cccc(Cl)c1	1.5%	5.4	-4.4%
Cc1cccc(NC(=O)C(=O)NCC2CCCN2S(=O)(=O)c2cccs2)c1 (centres undefined)	i	-1.1	-10.7%
COCOCCn1cc(CN2CCS(=O)(=O)N(Cc3ccc(-c4ccc(F)nc4)cc3)C(C)C2=O)nn1 (centres undefined)	8.4%	8.9	-21.9%
COc1ccc(CCNC(=O)C(=O)c2cn(CC(=O)N3CCCC3)c3ccccc23)cc1OC	-8.3%	3.6	-0.9%
COc1cccc2c1OC1(N3CCOCC3)CCCCC1C2C[N+](=O)[O-] (centres undefined)	-0.7%	10.6	-9.2%
CSc1nc(N)c(C(=O)N(c2ccccc2)c2ccccc2)s1	-13.6%	-9.5	?
COc1ccc(C(=O)CC(C(=O)O)c2ccc3c(c2)OCO3)cc1OC (centres undefined)	-5.8%	-4.8	-9.0%

Just POLH inh, for 4 of the compounds above:
smiles,POLH inh
CCCCNC(=O)C(=O)Nc1ccc2c(c1)N(S(=O)(=O)c1cccs1)CCC2,-8.7%
Cc1ccc([C@H]2C[C@H](O)[C@@H](n3cc(C4CC4)nn3)CN2Cc2cccs2)cc1,-27.9%
Cc1ccc(NC(=O)COC(=O)CN2CCSC2=O)cc1Cl,-11.9%
Cc1ccn2c(Cc3ccccc3)c(-c3ccc(Br)cc3)nc2c1,-1.9%

The list continues.
SMILES	PGK inhibitor	RXFP1 antag	POLH inh
C=CCNC(=S)N1CCC2CC1c1c(Cl)cccc12 (centres undefined)	-8.5%	1.8	-25.7%
CC(C)CN1C(=O)C(=O)N(CC(=O)NCCCc2ccccc2)C1=O	-1.5%	-4.9	-0.7%
CN(C)CCNC(=O)C(=O)NCC1OCCN1S(=O)(=O)c1ccc(F)cc1 (centres undefined)	-9.1%	-0.9	-16.9%
COC(=O)CCC(C)C1CCC2C3C(OC(C)=O)CC4CC(O)CCC4(C)C3CC(O)C12C (centres undefined)	i	4.0	-3.7%
O=C(Nc1cccc(-c2ccc(N3CCOCC3)nn2)c1)c1cccc(Cl)c1	-6.8%	-3.4	-13.8%
O=C(O)CCCN1C(=O)C2C3CCC(C3)C2C1=O (centres undefined)	i	-3.8	-1.6%
C[C@H]1CN([C@@H](C)CO)C(=O)c2cc(C3=CCCCC3)cnc2O[C@@H]1CN(C)C(=O)Cc1ccccc1	11.8%	8.7	0.4%
C[C@H]1CN([C@@H](C)CO)C(=O)CCCn2nncc2CO[C@H]1CN(C)S(=O)(=O)c1ccc(Oc2ccccc2)nc1	-0.4%	-1.5	-10.4%
CCN(CC)S(=O)(=O)c1ccc(C(=O)NC(=S)N2CCCCC2C)cc1 (centres undefined)	-0.4%	10.7	-5.8%
CCN(C(=O)CN1C(=O)S/C(=C\c2ccccc2Cl)C1=O)C1CCS(=O)(=O)C1 (centres undefined)	-3.1%	2.3	-14.1%
CCOc1ccc(C(=O)COC(=O)Cn2[nH]c(=O)c3ccccc3c2=O)cc1	9.8%	-2.4	-2.8%
Nc1c(CNCc2nnn(Cc3ccccc3)c2N)nnn1Cc1ccccc1	1.5%	3.3	-6.5%
Nc1ccc2c(c1)C(=O)CCC2	i	4.5	-3.9%
COc1ccc(-c2ccc(CN3C(CC(C)C)C(=O)N(Cc4cn(CCC5OCCCO5)nn4)CCS3(=O)=O)cc2)cc1OC (centres undefined)	i	5.5	-11.5%
CC(C)C[C@H]1COc2cc(Br)ccc2S(=O)(=O)N1	7.6%	6.1	-23.9%
COC(=O)C[C@H]1C[C@@H]2c3cc(NS(=O)(=O)c4cccc(OC)c4)ccc3O[C@@H]2[C@@H](CO)O1	-5.4%	2.8	-9.9%
Cc1ccc(S(=O)(=O)N2CCCCC2)cc1NC(=O)COC(=O)c1cccc(O)c1	-5.3%	-13.9	-13.2%
CCOc1ccc(NC(=O)COC(=O)c2c[nH]c3ccccc23)cc1	-1.7%	13.0	-5.9%
O=C(c1ccco1)N1CCN(C(=O)c2ccc(CS(=O)c3ccc(Br)cc3)o2)CC1 (centres undefined)	-1.5%	-0.2	-4.0%
Nc1ccn(CCCN2CCN(Cc3cccc4ccccc34)CC2)c(=O)n1	-6.3%	4.9	-18.3%

Sorted by formula weight (largest number first): three of the compounds above
SMILES	PGK inhibitor	RXFP1 antag	POLH inh
COc1cc(C(=O)NCC(c2cccs2)N2CCOCC2)ccc1OCc1ccccc1 (centres undefined)	-6.4%	4.8	-2.8%
CCN(CC)C(=O)C1CCCN(C(=O)c2ccc3nc(-c4cccc(OC)c4)oc3c2)C1 (centres undefined)	i	-4.8	-5.9%
Cc1ccn2c(Cc3ccccc3)c(-c3ccc(Br)cc3)nc2c1	-2.4%	-4.9	-1.9%

Next section.
SMILES	PGK inhibitor	RXFP1 antag	POLH inh
CCOC(=O)C(C(=O)c1ccccc1)C(c1ccccc1)c1nccc2ccccc12 (centres undefined)	-6.9%	-1.2	-20.0%
Cc1ccc(S(=O)(=O)N2CCCc3ccccc32)cc1	7.2%	5.4	-3.5%
O=C(COC(=O)/C=C/c1ccc(F)cc1)NC(=O)NCc1ccccc1	-2.2%	1.8	-0.4%
O=C(c1ccoc1)N1CCN(c2cc(-c3ccco3)nc3cc(-c4ccccc4)nn23)CC1	5.6%	-0.5	?
COC(=O)CCN1CCC2CC1c1cc(N3CCCCC3)ccc12 (centres undefined)	5.1%	-2.0	-7.5%
CC1(c2cccc(Br)c2)NC(=O)N(CC(=O)c2ccc3c(c2)OCO3)C1=O (centres undefined)	-1.4%	5.6	-4.6%
CC(C)CC1C(=O)N(Cc2cn(CC3CCCCC3)nn2)CCS(=O)(=O)N1Cc1ccc(-c2ccc(F)nc2)cc1 (centres undefined)	-7.1%	1.5	-11.6%
CCOC(=O)C1CC(=NO)c2ccc(OC)c(OC)c2C1 (centres undefined)	-7.1%	11.2	0.0%
Cc1ccc(NC(=O)N2CCOCC2)cc1NC(=O)N1CCOCC1	-8.6%	4.1	-7.9%
COc1ccc(S(=O)(=O)N(C)C[C@H]2OCc3cn(nn3)CCCC(=O)N([C@H](C)CO)C[C@@H]2C)cc1	-3.9%	-4.2	-3.3%

Only part of the results is shown (hit frequency here may not be typical).
